STK33 inh: STK33 kinase inhibitors, primary screen, biochemical, luminescence, ADP-Glo, MBP substrate | inhibition, % at 12.5 µM | 27,000 tested, 0.44% active | AID 2322, 2010; in the data active = inhibition above about 20%
Target sequence (Q9BYT3 whole entry, looked up): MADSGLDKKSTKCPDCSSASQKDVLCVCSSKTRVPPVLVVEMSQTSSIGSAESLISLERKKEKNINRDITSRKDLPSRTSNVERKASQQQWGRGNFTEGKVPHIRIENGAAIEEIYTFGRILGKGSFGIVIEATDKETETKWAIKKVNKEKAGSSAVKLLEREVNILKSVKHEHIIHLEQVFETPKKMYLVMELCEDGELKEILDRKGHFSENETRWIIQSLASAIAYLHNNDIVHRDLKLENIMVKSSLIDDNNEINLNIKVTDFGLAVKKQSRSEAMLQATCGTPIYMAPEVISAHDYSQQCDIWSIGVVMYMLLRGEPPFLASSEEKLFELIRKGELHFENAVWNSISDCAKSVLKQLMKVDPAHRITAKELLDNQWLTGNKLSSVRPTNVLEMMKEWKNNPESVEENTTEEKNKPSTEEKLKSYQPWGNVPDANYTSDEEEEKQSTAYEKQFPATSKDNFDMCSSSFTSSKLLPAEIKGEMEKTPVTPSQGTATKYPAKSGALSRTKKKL
p53 PUMA act: mutant p53 pathway re-activators, primary screen, cell-based, SW480, luciferase, single point, HTS; SW480 PUMA-promoter luciferase, p53 mutant reactivation; activation, % at 9.98 µM; 28,000 tested, 1.5% active; in the data active = activation above about 52%
Starred values were filed as active, the others as inactive; . = not tested or not shown.

SMILES	STK33 inh	p53 PUMA act
O=c1cc(CSc2ccc(Cl)cc2)c2ccc(O)cc2o1	5	.
COc1ccc(NC(=O)N(C)C[C@H]2Oc3ccc(NS(C)(=O)=O)cc3CC(=O)N([C@@H](C)CO)C[C@@H]2C)cc1	-2	.
COc1ccc(NC(=O)CN(C)S(=O)(=O)c2cc(Cl)ccc2Cl)cc1OC	0	-7
C[C@H]1CN([C@@H](C)CO)C(=O)c2cc(NC(=O)Nc3ccc4c(c3)OCO4)ccc2O[C@H]1CN(C)S(=O)(=O)c1ccc(F)cc1	1	-16
CCc1ccccc1NC(=O)CSc1nc2ccc(C(=O)c3ccccc3)cc2[nH]1	2	3
C=CC(C)(CC/C=C(\C)C(O)CC=C(C)C)OC1OC(CO)C(O)C(O)C1O (configuration not stated)	-1	-18
COc1ccc(CC(=O)n2nc(-c3ccc(Cl)cc3)nc2NCc2ccco2)cc1OC	.	110*
COc1ccc(CN(C)C[C@@H]2OCCCC[C@H](C)Oc3ccc(NC(=O)Nc4cccc5ccccc45)cc3C(=O)N([C@H](C)CO)C[C@@H]2C)cc1	.	-11
O=C(Nc1scc2c1c(=O)oc1ccccc12)c1ccccc1	1	.
C[C@H]1CN([C@@H](C)CO)C(=O)CCCn2cc(nn2)CO[C@H]1CN(C)C(=O)Nc1cccc(C(F)(F)F)c1	-3	.
C[C@H](CO)N1C[C@H](C)[C@H](CN(C)S(=O)(=O)c2cccs2)Oc2ccc(NC(=O)Nc3ccc(C(F)(F)F)cc3)cc2CC1=O	4	.
C[C@H](CO)N1C[C@H](C)[C@H](CN(C)CC2CC2)Oc2ccc(NC(=O)Cc3cn(C)c4ccccc34)cc2CC1=O	.	-1
CS(=O)(=O)N(CC(=O)Nc1ccccc1-c1ccccc1)c1ccc(F)cc1	1	-1
Cc1ccc(-c2cn3c4c(sc3n2)CCCC4)cc1	1	-75
COc1ccc(S(=O)(=O)Nc2ccc3c(c2)C(=O)N([C@@H](C)CO)C[C@@H](C)[C@@H](CN(C)S(=O)(=O)c2c(C)noc2C)O3)cc1	.	1
CC1=C(CC/C(C)=C/C(=O)O)[C@@]2(C)CCCC(C)(C)C2CC1 (some centres not stated)	-2	2
O=C(Nc1cccnc1)C1CC(c2ccccc2O)=NO1 (configuration not stated)	-3	12
CC(C)NC(=O)Nc1ccc2c(c1)CC(=O)N([C@@H](C)CO)C[C@@H](C)[C@@H](CN(C)C(=O)Nc1ccc(F)cc1)O2	-6	.
O=C(CSc1n[nH]c(-c2ccc(Cl)cc2)n1)Nc1ccc(Br)c(Cl)c1	2	-16
C[C@H](CO)N1C[C@H](C)[C@@H](CN(C)Cc2ccccc2)Oc2ccc(NS(=O)(=O)c3ccccc3)cc2C1=O	0	.
C[C@@H]1CN([C@H](C)CO)C(=O)c2c(c3ccccc3n2C)-c2ccccc2CO[C@H]1CN(C)C(=O)[C@H](Cc1ccccc1)N(C)C	.	-4
C[C@@H]1CN([C@@H](C)CO)C(=O)Cc2cc(NS(=O)(=O)c3ccc(Cl)cc3)ccc2O[C@@H]1CN(C)S(=O)(=O)c1cn(C)cn1	-1	.
C[C@@H]1CN([C@H](C)CO)C(=O)Cc2cc(NS(C)(=O)=O)ccc2O[C@@H]1CN(C)S(C)(=O)=O	0	.
Cc1ccc(C(=O)NCCc2ccc(S(N)(=O)=O)cc2)o1	-3	4
COc1ccc(CN(C)C[C@H]2Oc3ccc(NC(=O)NC(C)C)cc3CC(=O)N([C@@H](C)CO)C[C@H]2C)cc1	-2	.
O=[N+]([O-])c1ccc2nc(CSc3nc4ccccc4[nH]3)[nH]c2c1	3	-2
COCCOC(=O)N1C(=O)[C@@]2(c3ccccc31)[C@H](C(=O)N1CCN(c3ncccn3)CC1)[C@H]1C(=O)O[C@H](c3ccccc3)[C@H](c3ccccc3)N1[C@@H]2c1ccccc1OCCO	7	.
COc1ccccc1OCC(=O)Nc1cccc(-c2nnc(-c3ccco3)o2)c1	16	62*
CCN(CC(=O)Nc1cccc(C(C)=O)c1)S(=O)(=O)c1ccc(Cl)cc1	-1	2
CCCNC(=O)N(C)C[C@H]1Oc2cc(-c3cncnc3)ccc2S(=O)(=O)N([C@H](C)CO)C[C@H]1C	.	-5
C[C@@H]1CCCCO[C@@H](CN(C)C(=O)Cc2ccccc2)[C@@H](C)CN([C@H](C)CO)C(=O)c2cc(NC(=O)Nc3cccc4ccccc34)ccc2O1	4	.
COc1ccc(S(=O)(=O)N(C)C[C@H]2Oc3ccc(NC(=O)Cc4ccccc4)cc3CC(=O)N([C@@H](C)CO)C[C@@H]2C)cc1	3	8
C[C@H]1CCCCO[C@@H](CN(C)C(=O)C2CCCCC2)[C@@H](C)CN([C@@H](C)CO)C(=O)c2cc(NC(=O)c3ccncc3)ccc2O1	.	0
O=C(Nc1ccccc1)c1cc(S(=O)(=O)Nc2cccnc2)cs1	0	1
COCC#Cc1cnc2c(c1)C(=O)N([C@H](C)CO)C[C@H](C)[C@H](CN(C)Cc1ccccc1)O2	.	4
COc1ccc(OC)c(NC(=O)CSc2nc3sc(C)c(C)c3c(=O)n2-c2ccccc2)c1	2	-12
C[C@@H]1CN([C@H](C)CO)C(=O)CCCn2nncc2CO[C@H]1CN(C)C(=O)Cc1ccccc1	3	.
C[C@@H]1CCCCO[C@@H](CN(C)C(=O)c2ccccc2)[C@@H](C)CN([C@H](C)CO)C(=O)c2cc(NC(=O)Nc3ccc4c(c3)OCO4)ccc2O1	-5	5
c1coc(CNc2nc3ccccc3n2CCN2CCOCC2)c1	2	-16
C[C@H](CO)N1C[C@H](C)[C@H](CN(C)Cc2ccc(Cl)c(Cl)c2)Oc2ccc(NS(C)(=O)=O)cc2C1=O	-2	.
COc1ccc(CN(C)C[C@H]2Oc3ccc(NC(=O)Cc4ccccc4)cc3CC(=O)N([C@H](C)CO)C[C@H]2C)cc1	-3	2
CC(C)NC(=O)Nc1ccc2c(c1)C(=O)N([C@@H](C)CO)C[C@H](C)[C@H](CN(C)C(=O)Nc1ccc3c(c1)OCO3)OCCCC[C@H](C)O2	.	17
C[C@@H]1CN([C@H](C)CO)C(=O)Cc2cc(NC(=O)NC3CCCCC3)ccc2O[C@@H]1CN(C)CC1CCCCC1	-1	.
O=C(NCc1cccnc1)c1ccc2c(c1)C(=O)N(Cc1cccnc1)C2=O	0	11
Cc1c(NC(=O)CN(c2ccc3c(c2)OCCO3)S(C)(=O)=O)c(=O)n(-c2ccccc2)n1C	0	2
COCC(=O)N(C)C[C@@H]1Oc2ncc(/C=C/c3ccccc3)cc2C(=O)N([C@H](C)CO)C[C@@H]1C	.	-12
COc1ccc(-c2cnc3c(c2)C(=O)N([C@@H](C)CO)C[C@@H](C)[C@H](CN(C)C(=O)Cc2ccccn2)O3)cc1	.	18
CCCN(C)C[C@@H]1Oc2cc(C#Cc3ccc(OC)cc3)ccc2S(=O)(=O)N([C@H](C)CO)C[C@@H]1C	.	-6

Rewritten as comma-separated lines: two of the compounds above.
SMILES,STK33 inh,p53 PUMA act
COCC(=O)N(C)C[C@@H]1Oc2ncc(/C=C/c3ccccc3)cc2C(=O)N([C@H](C)CO)C[C@@H]1C,.,-12
COc1ccc(CN(C)C[C@H]2Oc3ccc(NC(=O)Cc4ccccc4)cc3CC(=O)N([C@H](C)CO)C[C@H]2C)cc1,-3,2

In a second layout: three of the compounds above.
compound | STK33 inh | p53 PUMA act
C[C@H](CO)N1C[C@H](C)[C@H](CN(C)Cc2ccc(Cl)c(Cl)c2)Oc2ccc(NS(C)(=O)=O)cc2C1=O | -2 | .
O=c1cc(CSc2ccc(Cl)cc2)c2ccc(O)cc2o1 | 5 | .
O=C(NCc1cccnc1)c1ccc2c(c1)C(=O)N(Cc1cccnc1)C2=O | 0 | 11

Looked up above.
Reading of `CC(C)NC(=O)Nc1ccc2c(c1)CC(=O)N([C@@H](C)CO)C[C@@H](C)[C@@H](CN(C)C(=O)Nc1ccc(F)cc1)O2` in STK33 inh: -6
Reading of `CCCN(C)C[C@@H]1Oc2cc(C#Cc3ccc(OC)cc3)ccc2S(=O)(=O)N([C@H](C)CO)C[C@@H]1C` in p53 PUMA act: -6
Reading of `C[C@@H]1CN([C@H](C)CO)C(=O)CCCn2nncc2CO[C@H]1CN(C)C(=O)Cc1ccccc1` in STK33 inh: 3
Reading of `COc1ccc(CN(C)C[C@@H]2OCCCC[C@H](C)Oc3ccc(NC(=O)Nc4cccc5ccccc45)cc3C(=O)N([C@H](C)CO)C[C@@H]2C)cc1` in p53 PUMA act: -11

(continued)
SMILES	STK33 inh	p53 PUMA act
COC(=O)c1ccccc1NC(=O)CSC1=NC(c2ccccc2)CC(=O)N1 (configuration not stated)	-1	-12
C[C@@H]1CN([C@@H](C)CO)C(=O)CCCn2cc(nn2)CO[C@@H]1CN(C)S(=O)(=O)c1ccccc1C#N	-7	.
C[C@H](CO)N1C[C@H](C)[C@@H](CN(C)CC2CCCCC2)Oc2ccc(NC(=O)Nc3ccc4c(c3)OCO4)cc2C1=O	.	-5
Cc1noc(C)c1NC(=O)Nc1cccc2c1O[C@H](CN(C)CC1CCCCC1)[C@H](C)CN([C@H](C)CO)C2=O	.	4
COc1cccc(CN2CCN(Cc3cccc([N+](=O)[O-])c3)CC2)c1OC	0	11
Cc1noc(C)c1NC(=O)Nc1ccc2c(c1)CC(=O)N([C@@H](C)CO)C[C@@H](C)[C@@H](CN(C)Cc1ccc(C(F)(F)F)cc1)O2	-2	-7
C[C@H](CO)N1C[C@H](C)[C@H](CN(C)C(=O)CCCN(C)C)OCCCC[C@H](C)Oc2ccc(NS(=O)(=O)c3cccs3)cc2C1=O	.	-5
C[C@H](CO)N1C[C@H](C)[C@H](CN(C)CC2CCCCC2)Oc2ccc(NC(=O)CCCN(C)C)cc2C1=O	1	.
CC(C)(CC(=O)O)CC(=O)N1CCN(C2c3ccccc3-c3ccccc32)CC1	.	2
CC(C)CC#Cc1ccc2c(c1)O[C@@H](CN(C)Cc1ccc(F)cc1)[C@H](C)CN([C@H](C)CO)S2(=O)=O	.	-56
COc1ccc(S(=O)(=O)N(C)C[C@H]2Oc3c(NC(=O)c4nc5ccccc5s4)cccc3C(=O)N([C@H](C)CO)C[C@@H]2C)cc1	.	-2
COc1ccc(Cl)cc1NC(=S)NCCc1c[nH]c2ccccc12	0	-4
Cn1c(SCC(=O)N2CCN(Cc3ccccc3)CC2)nnc1-c1ccncc1	-1	-7
N#CCCN(Cc1ccccc1)C(=O)c1ccccc1[N+](=O)[O-]	-1	9
C[C@H](CO)N1C[C@H](C)[C@@H](CN(C)S(=O)(=O)c2cccc(C#N)c2)OCc2cn(nn2)CCCC1=O	-6	.
COc1ccc(NC(=O)N(C)C[C@H]2Oc3ccc(NS(=O)(=O)c4c(C)noc4C)cc3CC(=O)N([C@@H](C)CO)C[C@@H]2C)cc1	0	.
COc1ccc(S(=O)(=O)N(C)C[C@@H]2Oc3c(NC(=O)C4CC4)cccc3C(=O)N([C@H](C)CO)C[C@H]2C)cc1	.	3
COc1ccc(NC(=O)CSC2=NC(c3ccccc3)CC(=O)N2)cc1Br (configuration not stated)	-10	-2
O=C1CC(c2ccccc2)N=C(SCC(=O)Nc2ccc(Cl)cc2)N1 (configuration not stated)	2	-25
C[C@@H]1CN([C@@H](C)CO)C(=O)Cc2cc(NS(=O)(=O)c3ccccc3)ccc2O[C@@H]1CN(C)C(=O)Nc1ccc(C(F)(F)F)cc1	-2	-12
CCn1c(SCC(=O)N2c3ccccc3Sc3ccccc32)nnc1-c1cc(OC)cc(OC)c1	6	-6
CCOC(=O)c1c(C)n(O)c2ccc3nonc3c12	6	.
C[C@H](CO)N1C[C@H](C)[C@@H](CN(C)C(=O)Nc2ccccc2)Oc2ccc(NC(=O)c3ccncc3)cc2CC1=O	.	-3
Cc1ccc(S(=O)(=O)N(C)C[C@H]2Oc3ccc(NS(=O)(=O)c4ccccc4)cc3C(=O)N([C@@H](C)CO)C[C@@H]2C)cc1	1	.

Given in markdown: entries from further up.
| compound | STK33 inh | p53 PUMA act |
| --- | --- | --- |
| COc1ccc(NC(=O)N(C)C[C@H]2Oc3ccc(NS(=O)(=O)c4c(C)noc4C)cc3CC(=O)N([C@@H](C)CO)C[C@@H]2C)cc1 | 0 | . |
| CCOC(=O)c1c(C)n(O)c2ccc3nonc3c12 | 6 | . |
| COc1ccc(NC(=O)CSC2=NC(c3ccccc3)CC(=O)N2)cc1Br (configuration not stated) | -10 | -2 |
| C[C@H](CO)N1C[C@H](C)[C@@H](CN(C)C(=O)Nc2ccccc2)Oc2ccc(NC(=O)c3ccncc3)cc2CC1=O | . | -3 |
| C[C@H](CO)N1C[C@H](C)[C@@H](CN(C)S(=O)(=O)c2cccc(C#N)c2)OCc2cn(nn2)CCCC1=O | -6 | . |

The list continues:
SMILES	STK33 inh	p53 PUMA act
CCOC(=O)c1c(NC(=O)Cn2cnc3sc(C)c(C)c3c2=O)sc(C)c1C	-6	-12
C[C@@H]1CN([C@H](C)CO)C(=O)c2cc(NC(=O)c3ccncc3)ccc2O[C@H]1CN(C)C(=O)NC1CCCCC1	1	-3
Cc1noc(C)c1S(=O)(=O)Nc1cccc2c1O[C@@H](CN(C)C)[C@@H](C)CN([C@H](C)CO)C2=O	.	-3
C[C@@H]1CCCCO[C@@H](CN(C)S(=O)(=O)c2cccs2)[C@@H](C)CN([C@H](C)CO)C(=O)c2cc(NC(=O)Nc3ccc4c(c3)OCO4)ccc2O1	8	.
C[C@@H]1CN([C@@H](C)CO)C(=O)c2cc(NC(=O)c3ccncc3)ccc2O[C@@H](C)CCCCO[C@H]1CN(C)C(=O)Nc1cccc2ccccc12	.	-79
Cc1noc(C)c1S(=O)(=O)Nc1ccc2c(c1)CC(=O)N([C@@H](C)CO)C[C@@H](C)[C@@H](CN(C)S(=O)(=O)c1cn(C)cn1)O2	-7	.
COc1ccccc1NC(=O)CN1C(=O)NC(C)(C)C1=O	-3	-6
CCc1ccc(CCC(=O)Nc2ccc(OC)cc2)o1	-7	6
COC(=O)c1c(NC(=S)Nc2nc(C)cc(C)n2)sc2c1CCC(C)C2 (configuration not stated)	-4	2
Cc1cc(C)cc(NC(=O)Cn2cc(C(=O)c3cccs3)c3ccccc32)c1	0	-7
CC(C)(C)c1cn2c3ccccc3nc2n1CCN1CCOCC1	1	-5
CC(C)(C)NS(=O)(=O)c1ccc(OCC(=O)Nc2ccc(F)c(Cl)c2)cc1	-3	-1
CCc1cc2c(SCC(=O)Nc3cccc(C)c3)ncnc2s1	1	-9

Source: PubChem BioAssay (Broad Institute)

Some of the compounds tested; the hit share may differ from the screen's.
